# Source: PubChem BioAssay (several laboratories)
# Hep lipid drop – modulators of hepatic lipid droplet formation | inhibition, % at 6.5 µM | AID 1656 | actives 0.4% (n = 240,000) | AML12 mouse hepatocytes, oleate lipid droplets, BODIPY imaging;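 active means lipid droplet intensity inhibited by at least 50%, with more than 500 cells counted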
#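 Assay system: AML12 mouse liver cells | Compound dosing: One dose, 6.5 µM compound | Read-out basis: Droplet intensity reduction, % inhibition | Measured by: Fluorescence imaging, 20x objective, two fields per well | Schedule: Overnight treatment with compound plus oleate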
# T cell modulator – T cell immune modulation candidate | 2C CD8+ T cell-vesicle binding, flow cytometry; active compounds read low | calls only at 7 µM | actives 0.068% (n = 330,000);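 active means response, share of CD8 T cells binding vesicles, and their 90th percentile fluorescence all below set limits, cut at about 80% in these data, passing the limit was not always enough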
#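 Read-out – percent CD8+ FL2 mean versus row control · System – murine 2C transgenic CD8+ T lymphocytes · Times – 1.5 h cell–vesicle binding at 37 °C, then 20 min icy labelling · Control set – naked vesicles low, QL9 vesicles with vehicle high · Detection – cytometric PE anti-B7-1 and Alexa647 anti-CD8 signals after 1% paraformaldehyde fixation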
# Myeloid diff MLP – myeloid differentiation induction. ER-HoxA9 myeloid progenitors, lysozyme-GFP differentiation, flow cytometry. AID 624256. actives 1% (n = 360,000). calls only at 10 µM;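 active means normalized GFP-positive differentiation at or above the plate's own cutoff, the solvent-only control mean plus 3 SD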;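 further: cells exposed to compound for four days before flow analysis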
# MT stabilize HCS – stabilizes microtubules in HeLa cells. HeLa tubulin immunostaining HCS, 24 h; share of cells brighter than vehicle mean+2SD. % tubulin-high responders, % at 10 µM. actives 0.83% (n = 200,000);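 active means plate Z-score above 3 for both tubulin-high and condensed-nucleus cell shares, with cell loss under 80%, at 10 µM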;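 further: anti alpha tubulin signal scored within the nucleus-defined area of each cell; some results filed as inactive read as strong as hits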
# PMI inhibitors – MPI enzyme activity inhibition – biochemical, fluorescence intensity, coupled assay, primary screen (AID 1209) | purified PMI enzyme, coupled fluorescence intensity; higher % means a stronger effect | one-dose inhibition, % at 20 µM; IC50 in µM for titrated hits | actives 0.42% (n = 190,000); in the data active means inhibition above about 50%;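 further: plate controls were DMSO vehicle for no effect and wells lacking substrate for full effect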
# Insulin prom up – MIN6 insulin promoter up-regulation; z-score at 5 µM; AID 1625; actives 0.3% (n = 190,000); MIN6 insulin promoter-GFP reporter, high-content imaging; active compounds read high;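 active means z-score above 3 at 5 µM with at least 500 cells counted in the well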
# Dynein transport – blocks dynein driven cargo transport along microtubules; 3617.4 mouse cells, GR-EGFP nuclear translocation imaging; test concentration mostly 20 µM; stimulated with dexamethasone, 1 µM; active compounds read low; z-score, hits read low; actives 0.47% (n = 220,000);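 active means plate z-score of nuclear minus cytoplasmic receptor signal below a set negative limit, without overly bright fluorescence or cell loss, cut at about -3.5 in these data, passing the limit was not always enough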;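 further: z-score of nuclear minus cytoplasmic ring GR-EGFP intensity difference per well; some compounds called inactive have numbers as strong as hits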
#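 Also added – dexamethasone, 1.0 µM final · Buffer or medium – tet-free, stripped-serum medium · Schedule – induction 48 h, compound 1 h, agonist 30 min · Detection – formaldehyde fixation, Hoechst nuclear stain, 10x automated fluorescence imaging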
# TNAP activators – stimulation of alkaline phosphatase TNAP activity – biochemical, luminescent, no phosphate acceptor, uHTS, primary screen (AID 1001); purified TNAP, luminescent activation assay, no phosphate acceptor; higher activation fold means a stronger effect; one-dose activation fold at 20 µM; EC50 in µM for titrated hits; actives 0.03% (n = 200,000); in the data active means activation fold from about 3, or a potency from the dose series; inactive means the rest, 99 in 100 with activation fold below about 1.6; further: many of its hits are not listed in these tables
# b-catenin transl – alters nuclear translocation of beta-catenin in HeLa cells. nuclear translocation activity, % at 5 µM. actives 0.3% (n = 190,000). immunofluorescence imaging;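 active means nuclear translocation activity above 50% at 5 µM, with a well cell count of 50 or more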;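 further: per-cell ratio of nuclear to cytoplasmic median beta-catenin stain intensity; plate controls were DMSO negative control for no effect and GSK-3 inhibitor IX positive control for full effect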
#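 test system = HeLa cells, endogenous beta-catenin | dosing = single 5 µM dose plus 0.02–20 µM confirmation series | times = compound treatment 24 h, 37°C, 5% CO2 | technique = beta-catenin immunofluorescence imaging with DAPI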
# Dynein transport cytoplasmic EGFP – second read-out of Dynein transport, no call of its own (marks repeat the call); z-score; measured here: cytoplasmic GR-EGFP intensity; active compounds read high
# Dynein transport nuclear GR-EGFP – further read-out of Dynein transport, marked with its call; z-score; measured here: nuclear GR-EGFP intensity;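 lower value marks the stronger effect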
# Dynein transport cell count – recorded beside Dynein transport, whose call it bears; z-score; measured here: cell count per field
# Insulin prom up cell count – second read-out of Insulin prom up, no call of its own (marks repeat the call); cell count; measured here: cytotoxicity, nuclei count;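 total cells summed across four imaged fields per well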
# Hep lipid drop cells 6.5 µM – also measured in Hep lipid drop; calls as there; cell count; measured here: cell count, cytotoxicity flag;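 cells counted across two imaged fields per well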
# b-catenin transl cell count 5 µM – recorded beside b-catenin transl, whose call it bears; cell count; measured here: cell count, cytotoxicity flag
# T cell modulator vesicle-bound % – further read-out of T cell modulator, marked with its call; double positive events, %; measured here: CD8+ vesicle-bound cell fraction;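 binding gate set so that unloaded-vesicle control wells show 10% double positive cells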
# MT stabilize HCS Hoechst-high % – further read-out of MT stabilize HCS, marked with its call; % Hoechst-high responders; measured here: nuclear condensation Hoechst responders;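 share of cells brighter than vehicle mean plus two SD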
# MT stabilize HCS cytotoxicity % – also measured in MT stabilize HCS; calls as there; toxicity, %; measured here: cytotoxicity by cell density;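 0% = mean cell density of plate MIN control wells and 100% = no cells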
# Myeloid diff MLP GFP+ MAC1+ % – second read-out of Myeloid diff MLP, no call of its own (marks repeat the call); GFP+ MAC1+ double positive, %; measured here: differentiation confirmed by MAC1 staining
# Active calls of the source: *; i = inactive; x = not tested or not shown; & = joins results of further samples. Random draw from the library. About 3% of those tested had a hit in this group.
SMILES,Hep lipid drop,Hep lipid drop cells 6.5 µM,T cell modulator,T cell modulator vesicle-bound %,Myeloid diff MLP,Myeloid diff MLP GFP+ MAC1+ %,MT stabilize HCS,MT stabilize HCS Hoechst-high %,MT stabilize HCS cytotoxicity %,PMI inhibitors,Insulin prom up,Insulin prom up cell count,Dynein transport,Dynein transport cytoplasmic EGFP,Dynein transport nuclear GR-EGFP,Dynein transport cell count,TNAP activators,b-catenin transl,b-catenin transl cell count 5 µM
O=C(Nc1ccccn1)c1onc2c1CCCC2,2,727,i,9,i,0.4,3.7,3.5,5.5,6%,0.12,1181,-0.67,0.033,-0.43,0.74,1.1,x,x
O=C(O)CC(NC(=O)C12CC3CC(CC(C3)C1)C2)c1ccc2c(c1)OCO2 (stereo not drawn),-2,714,i,40,i,0.3,5.1,1.9,6.0,-20%,-0.4,1289,2.2,-0.15,1.5,-0.75,1,-0.9,1137
CCCCCCCn1c(C)nnc1-c1cnn(C)c1N,x,x,i,30,i,0.6,4.7,2.9,6.6,-8%,-0.09,1300,0.25,-0.36,0.38,0.67,1.1,-1.3,1089
COc1nc(N/N=C/c2ccc(-c3ccccc3[N+](=O)[O-])o2)nc(N2CCOCC2)n1,1,597,i,46,i,0.4,2.7,4.8,7.3,33%,0.63,1149,-0.51,-0.037,-0.69,1.2,0.9,-0.2,457
O=c1oc2c(CN3CCN(CCO)CC3)c(O)ccc2cc1-c1ccccn1,1,662,i,24,i,0.4,x,x,x,x,0.26,938,-0.077,-0.51,-0.22,-0.35,x,0.4,1228
CCCCC(=O)Nc1ccc(C(N)=O)cc1,-3,694,i,9,i,0.2,2.3,2.3,6.5,4%,x,x,-1.2,-0.28,-0.62,-0.17,1.1,-0.2,1080
Cc1ccc(C(=O)NCCN2CCOCC2)cc1,2,704,i,27,i,0.4,2.7,2.6,7.5,0%,0.06,1194,0.11,-0.24,0.075,0.31,1.1,-1.0,1242
Cc1cc(C)n(S(=O)(=O)c2ccc(Cl)c(Cl)c2Cl)n1,-5,622,i,20,i,1.6,3.5,2.3,7.8,6%,-0.3,1929,-0.78,-0.3,-0.46,0.58,1.1,-0.5,1064
CC(=O)NS(=O)(=O)c1ccc(NC(=O)c2ccc(Br)o2)cc1,8,769,i,6,i,0.3,1.3,1.7,6.2,2%,-0.17,962,-0.58,-0.17,-0.19,0.63,1.1,-8.1,1190
COc1ccc(Br)cc1CNC(=O)C1CCN(C(=O)N(C)C)CC1,-2,703,i,52,i,1.4,3.8,1.6,3.5,1%,x,x,-0.13,-0.25,-0.065,0.6,1.1,-1.8,1151
CC1CCCCN1C(=O)Cn1c(=O)oc2ccccc21 (stereo not drawn),x,x,i,8,i,0.7,3.6,1.5,7.0,x,x,x,0.5,-0.23,0.28,-0.15,x,x,x
COC(=O)c1ccccc1NC(=O)CSc1ncn[nH]1,1,755,i,24,i,0.7,x,x,x,x,-0.53,1070,-0.033,-0.25,0.37,0.8,x,0.9,1297
COc1ccc(/C=N/NC(=O)c2ccc(=O)[nH]n2)cc1OC,18,616,i,29,i,0.5,2.4,2.1,7.1,13%,-0.1,1434,0.98,-0.048,0.63,-0.94,1.4,-1.5,1118
CN(C)/C=C/C(=O)c1ccc(Oc2ccccc2)cc1,-8,717,i,47,i,0.4,5.8,2.9,7.2,3%,-0.13,1575,1.6,-0.11,1.6,-1.3,1.1,-3.7,1073
CC1CCN(S(=O)(=O)c2cc(Cl)ccc2Br)CC1,-17,747,i,8,i,9.2,2.4,0.2,14,12%,2.2,1228,-0.41,-0.29,0.058,0.3,1.1,-1.7,1136
C/C(=N/NC(=O)c1ccc2nc[nH]c2c1)c1cccs1,-1,666,i,56,i,0.4,6.5,3.2,10,13%,0.12,1529,0.058,-0.23,-0.0027,0.017,1.5,-2.0,1139
COCCn1c(SCC(=O)N2CCCCC2)nc2ccccc2c1=O,x,x,i,7,i,8.3,2.8,2.0,0.6,-8%,1.4,1313,1.3,-0.55,0.37,-0.33,1.1,-0.5,1293
CCOC(=O)C1=C(C)Nc2ncnn2C1c1ccc2c(c1)OCO2 (stereo not drawn),2,744,i,43,i,7.6,2.5,1.3,4.3,7%,-1.2,1248,0.88,-0.21,0.44,-0.44,1,-1.0,943
Cc1cc(NC(=O)c2cc([N+](=O)[O-])cc([N+](=O)[O-])c2)no1,-1,668,i,23,i,1.1,x,x,x,x,0.13,1100,-0.98,-0.24,-0.53,1,x,0.4,1321
O=C(NC1CCSC1=O)C1CCCCC1 (stereo not drawn),0,721,i,29,i,0.2,3.7,1.3,10,-2%,-0.3,1458,-0.18,-0.3,-0.63,0.8,1,-3.2,1125

# Nothing new here: two of the compounds above.
SMILES,Hep lipid drop,Hep lipid drop cells 6.5 µM,T cell modulator,T cell modulator vesicle-bound %,Myeloid diff MLP,Myeloid diff MLP GFP+ MAC1+ %,MT stabilize HCS,MT stabilize HCS Hoechst-high %,MT stabilize HCS cytotoxicity %,PMI inhibitors,Insulin prom up,Insulin prom up cell count,Dynein transport,Dynein transport cytoplasmic EGFP,Dynein transport nuclear GR-EGFP,Dynein transport cell count,TNAP activators,b-catenin transl,b-catenin transl cell count 5 µM
O=C(Nc1ccccn1)c1onc2c1CCCC2,2,727,i,9,i,0.4,3.7,3.5,5.5,6%,0.12,1181,-0.67,0.033,-0.43,0.74,1.1,x,x
O=C(O)CC(NC(=O)C12CC3CC(CC(C3)C1)C2)c1ccc2c(c1)OCO2 (stereo not drawn),-2,714,i,40,i,0.3,5.1,1.9,6.0,-20%,-0.4,1289,2.2,-0.15,1.5,-0.75,1,-0.9,1137

# Additional compounds follow:
SMILES,Hep lipid drop,Hep lipid drop cells 6.5 µM,T cell modulator,T cell modulator vesicle-bound %,Myeloid diff MLP,Myeloid diff MLP GFP+ MAC1+ %,MT stabilize HCS,MT stabilize HCS Hoechst-high %,MT stabilize HCS cytotoxicity %,PMI inhibitors,Insulin prom up,Insulin prom up cell count,Dynein transport,Dynein transport cytoplasmic EGFP,Dynein transport nuclear GR-EGFP,Dynein transport cell count,TNAP activators,b-catenin transl,b-catenin transl cell count 5 µM
Cc1nc2oc3ccc(F)cc3c(=O)c2cc1C(=O)NC(C)(C)C,-5,714,i,36,i,0.4,1.9,1.2,5.2,14%,0.44,1383,-0.13,-0.057,-0.029,-0.35,1,-0.3,1467
O=C(O)C1CCC(=O)N(C2CCCCC2)C1c1ccccc1 (stereo not drawn),-8,749,i,24,i,1.0,2.1,1.9,0.3,-14%,x,x,0.95,-0.23,0.15,-0.58,1.1,-3.0,464
CCOc1ccc(S(=O)(=O)N(C)c2ccc(OCC(=O)NC3=NCCS3)cc2)cc1,-9,619,i,61,i,1.4,1.6,2.7,7.5,-3%,0.01,1677,-0.9,-0.19,-0.83,0.9,1,-0.4,1073
CC(=O)Nc1ccc(S(=O)(=O)N2CCSC2c2ccco2)cc1 (stereo not drawn),-11,702,i,46,i,0.3,5.0,1.7,2.7,12%,0.22,1410,-1.5,0.7,-0.59,1,1.1,-3.0,1143
COc1cc2c(=O)n(Cc3ccccc3)c(=O)n(CC(=O)NCC3CCCO3)c2cc1OC (stereo not drawn),1,774,i,28,i,2.1,4.5,3.3,13,8%,0.24,1220,0.012,-0.22,0.38,0.43,1.1,0.8,909
COc1ccc(C(C#N)N2CCC(c3ccccc3)=N2)cc1OC (stereo not drawn),1,719,i,39,i,0.2,1.3,1.2,8.9,-5%,-0.07,1347,-0.25,-0.33,-0.62,1,1.1,1.2,1511
O=C(O)CCC(=O)Nc1ccccc1C(=O)Nc1ccccc1,2,741,i,30,i,0.4,1.2,1.5,5.1,17%,0.79,850,-0.3,-0.16,-0.065,0.79,1.1,-3.4,1082
CCOC(=O)N1CCN(C(=O)c2cc3c(=O)n(C)c4ccccc4c3n2C)CC1,x,x,i,62,i,1.6,5.2,3.1,8.9,-2%,-0.09,1099,2.3,0.039,1.7,-1.3,1.2,2.6,1120
CCOc1ccc(N2C(=O)Nc3ccccc3C2(O)C(=O)NCc2ccc3c(c2)OCO3)cc1 (stereo not drawn),x,x,i,48,i,0.8,2.7,1.7,9.2,11%,x,x,0.69,0.7,1.2,-0.7,1,x,x
O=C(Nc1ccccc1)Nc1nnc(SCc2ccc(Cl)cc2)s1,-10,686,i,53,i,0.1,8.4,2.4,4.1,-17%,-0.15,1312,0.4,-0.27,-0.016,0.17,1.1,-1.8,939
CCN(Cc1ccccc1)S(=O)(=O)c1nc2nc(C)c(C)c(C)n2n1,-1,750,i,30,i,1.5,6.2,1.5,10,8%,-0.42,1253,-0.55,-0.17,0.092,-0.16,1.1,x,x
Oc1cc2ccccc2cc1-c1n[nH]c(=S)o1,x,x,i,19,i,1.5,6.3,2.4,6.8,-14%,0.24,1246,-0.61,-0.19,-0.06,0.31,0.9,1.8,1135
CCn1c(Cn2nnc(-c3ccccc3)n2)nnc1SCc1ccc(Cl)c(Cl)c1,-22,710,i,43,i,0.5,2.8,1.1,13,-16%,0.14,1870,-0.64,0.098,-0.022,0.4,1.1,-0.3,1009
CCN(CC)CCNC(=O)c1ccc(Cl)c(S(=O)(=O)Nc2ccc(Cl)cc2)c1,-6,772,i,22,i,0.8&1.0,2.2,1.3,5.3,-9%,-0.39,850,0.25,-0.3,0.28,0.86,1.1,x,x
O=C1CC(=O)C(n2cncn2)C(c2cccc(Cl)c2)C1 (stereo not drawn),x,x,i,54,i,0.2,4.1,2.0,2.4,0%,x,x,-0.086,-0.2,-0.71,-0.011,1.1,x,x
